KCC2 mod – KCC2 cotransporter modulators, thallium flux, primary screen, cell-based, HEK293 KCC2, FluoZin-2 fluorescence, MLSMR; Solute carrier family 12 member 5 (Homo sapiens), Q9H2X9; KCC2 cells, thallium flux FluoZin-2 fluorescence; B-score of Tl+ flux slope (higher = more flux/activation; lower = inhibition) at 10 µM; actives 2.2% (n = 190,000); AID 1456, 2008;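 active = thallium flux slope and its plate-corrected score both differing from the plate sample mean at a set confidence after two filtering rounds, in either direction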;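 also: slope of fluorescence scaled to starting intensity during 10 to 20 s after thallium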
Thrombin inh – human alpha-thrombin inhibitors, primary screen, counter-screen for coagulation protease inhibitor project, biochemical, 1536-well, fluorogenic AMC substrate. Prothrombin (Homo sapiens), P00734. actives 0.26% (n = 220,000). Boc-VPR-AMC fluorogenic substrate cleavage. inhibition, % at 5 µM;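 active = inhibition at or above 40%; inactive = inhibition below 40%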;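 also: 0% = enzyme with no compound and 100% = wells without enzyme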
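Material: Human alpha-thrombin protein | Buffer or medium: pH 7.5 Tris-saline with Tween 20 | Reagent: Boc-VPR-AMC substrate, 15 µM final | Schedule: Reaction at ambient temperature | Detection: AMC fluorescence at 355 nm excitation and 460 nm emission | Evaluation: Percent inhibition scaled between no-compound controls and no-enzyme blanks | Controls: no-compound enzyme wells and no-enzyme blanks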
Furin inh – human furin inhibitors, primary screen, biochemical, fluorescence intensity; actives 0.061% (n = 220,000); inhibition, % at 30 µM; purified furin, fluorogenic substrate cleavage; P09958; in the data active = inhibition above about 25%; also: inactives centre near -15
14-3-3 Bad PPI – inhibitors of 14-3-3 zeta/Bad binding, primary screen, biochemical, TR-FRET, bovine 14-3-3 zeta; actives 0.71% (n = 220,000); TR-FRET 14-3-3zeta/Dy647-pBad peptide displacement, 1 h; inhibition, % at 21.7 µM; AID 781, 2007;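 active = inhibition above about 70%, limit read from the data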;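 also: 0% = full 14-3-3 plus peptide FRET controls and 100% = background without 14-3-3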
Target sequence (P63103 whole entry, looked up): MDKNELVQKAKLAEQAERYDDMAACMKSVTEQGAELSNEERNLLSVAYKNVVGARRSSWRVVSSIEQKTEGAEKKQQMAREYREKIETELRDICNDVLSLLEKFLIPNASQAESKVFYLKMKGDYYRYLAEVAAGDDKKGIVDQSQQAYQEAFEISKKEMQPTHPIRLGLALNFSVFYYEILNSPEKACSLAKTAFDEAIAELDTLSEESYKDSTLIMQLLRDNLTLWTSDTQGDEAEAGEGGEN
hK5 inh – human KLK5 protease inhibitors, primary screen, biochemical, 1536-well. Kallikrein-5 (Homo sapiens), Q9Y337. recombinant hK5, fluorogenic AMC substrate cleavage. inhibition, % at 5 µM. actives 0.59% (n = 210,000). AID 873, 2007;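 active = inhibition of 40% or more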;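 also: 0% = enzyme controls without compound and 100% = no-enzyme blanks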
Target sequence (Q9Y337 67-293 limits assumed): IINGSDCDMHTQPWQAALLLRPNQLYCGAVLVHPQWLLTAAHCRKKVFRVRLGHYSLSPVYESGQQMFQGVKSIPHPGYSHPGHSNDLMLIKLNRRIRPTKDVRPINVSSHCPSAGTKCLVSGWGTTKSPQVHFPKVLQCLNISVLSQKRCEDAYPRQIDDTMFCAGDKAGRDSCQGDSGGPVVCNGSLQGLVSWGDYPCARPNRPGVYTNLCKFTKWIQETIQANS
NCF1 inh – p47phox/p22phox peptide binding inhibitors, primary screen, biochemical, uHTS, NADPH oxidase regulatory subunit | fluorescence polarization, 2 h | inhibition, % at 24.7 µM | actives 0.53% (n = 220,000) | AID 1274, 2008;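 also: 0% = p47phox with labelled peptide and 100% = labelled peptide alone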
Target sequence (P14598 whole entry, looked up): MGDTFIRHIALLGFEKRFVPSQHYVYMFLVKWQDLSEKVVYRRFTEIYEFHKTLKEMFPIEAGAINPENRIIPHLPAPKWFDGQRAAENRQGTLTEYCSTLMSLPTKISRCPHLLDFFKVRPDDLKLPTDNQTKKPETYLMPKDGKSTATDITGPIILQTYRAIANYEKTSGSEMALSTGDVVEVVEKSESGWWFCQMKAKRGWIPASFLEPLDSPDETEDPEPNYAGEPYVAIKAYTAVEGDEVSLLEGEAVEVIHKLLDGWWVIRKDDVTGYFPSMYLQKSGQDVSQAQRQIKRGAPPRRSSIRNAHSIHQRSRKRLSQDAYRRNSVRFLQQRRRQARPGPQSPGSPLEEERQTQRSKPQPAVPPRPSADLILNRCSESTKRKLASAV
eIF4E 4G PPI – eIF4E–eIF4G protein interaction inhibitors, primary screen, biochemical, uHTS, TR-FRET, eIF4GI fragment. Eukaryotic translation initiation factor 4E (Mus musculus) + Eukaryotic translation …. TR-FRET eIF4E-eIF4GI(517-606) binding, 2 h. inhibition, % at 21.7 µM. actives 0.37% (n = 220,000). AID 782, 2007;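 also: 0% = full FRET control wells and 100% = background wells lacking eIF4GI fragment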
EBV gp42 inh – Epstein-Barr virus gp42 inhibitors, primary screen, biochemical, uHTS, fluorescence polarization; Glycoprotein 42 (Epstein-Barr virus (strain AG876)), Q1HVG2; Fluorescence polarization binding assay, mP read-out; inhibition, % (tested at 21.74 µM); actives 0.42% (n = 220,000); AID 1085, 2008; in the data active = inhibition above about 50%
Target sequence (Q1HVG2 whole entry, looked up): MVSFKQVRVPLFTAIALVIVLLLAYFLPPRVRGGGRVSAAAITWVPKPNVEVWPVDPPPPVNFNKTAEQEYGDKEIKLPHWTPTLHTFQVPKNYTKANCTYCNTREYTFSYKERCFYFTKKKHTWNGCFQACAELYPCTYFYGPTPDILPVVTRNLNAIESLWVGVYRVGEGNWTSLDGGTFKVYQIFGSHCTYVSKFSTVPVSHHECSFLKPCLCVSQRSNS
Rad51 HR inh – human RAD51 strand exchange inhibitors, primary screen, biochemical, fluorescence. hRad51 DNA strand exchange, fluorescence dequenching. actives 0.085% (n = 200,000). inhibition, % at 10 µM. AID 1385, 2008. DNA repair protein RAD51 homolog 1 (Homo sapiens), Q06609;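 active = inhibition above 40% at the single screening dose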;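 also: 0% = DMSO control wells and 100% = blanks with heterologous ssDNA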
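Test system: preformed human Rad51 ssDNA filaments; also added: Donor/quencher-labelled 47-bp dsDNA substrate; doses: 10 µM final, single point; times: 37 °C 15-min filament assembly, 30-min compound preincubation, 15-min exchange; detection: FRET fluorescence dequenching, excitation 485 nm, emission 520 nm; read-out basis: Fluorescence-based percent inhibition, control- and blank-normalised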
* = called active by the depositor; nt = no result given; [ ] = remark or other dose.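 The calls were made as follows, unless noted: active = inhibition above about 30% (limit read from the data); inactive = the rest.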

Order of results: KCC2 mod | Thrombin inh | Furin inh | 14-3-3 Bad PPI | hK5 inh | NCF1 inh | eIF4E 4G PPI | EBV gp42 inh | Rad51 HR inh
> COc1ccc(CCN(C)Cc2ccc(OC)c(OCc3ccccc3)c2)cc1OC
 : -0.55 | -8 | -24[20 µM] | 37[fluorescence artefact?] | 0 | -7 | 1[fluorescence artefact?] | 14 | -6
> Cc1ccc(-n2nnc3c(=O)n(CC(=O)NCc4ccccc4)cnc32)cc1
 : -0.092 | 3 | -18 | 1 | -5 | -4 | 3 | 7 | 10
> Cc1ccsc1/C=N/NC(=O)Cn1cnc2ccccc21
 : 0.62 | 2 | -25 | -11 | 3 | -9 | 0 | 8 | nt
> O=C(O)/C=C/C(=O)NC1CCCCCCCCCCC1
 : 0.011 | -9 | -12 | 2 | -8 | 7 | -1 | -7 | 16
> Cc1oc(-c2ccccc2F)nc1CS(=O)CC(=O)NCc1ccc2c(c1)OCO2 (stereo not drawn)
 : nt | -3 | -32 | 0[fluorescence artefact?] | 7 | -1 | 0[fluorescence artefact?] | 4 | -1
> Cn1cnnc1SCCCN1C(=O)c2cccc3cccc(c23)C1=O
 : 0.14 | -1 | -11 | 14 | nt | 2 | 0 | 2 | nt
> O=C(O)CC1(CC(=O)Nc2ccc(Oc3cccc(C(F)(F)F)c3)nc2)CCCC1
 : -1.8 | -5 | -17 | -12 | -4 | 0 | 3 | 6 | 1
> CS(=O)(=O)N(CC(=O)NCc1cccnc1)C1CCCCC1
 : 0.76 | 10 | 4 | 8 | 19 | -8 | 4 | -2 | -4
> O=C1c2cccnc2C(=O)N1c1ccccc1-c1ccccc1
 : nt | 2 | -15 | 0 | -20 | -7 | 3 | 9 | -38
> COc1ccc(OCC(=O)N/N=C2/C=C(C)CC2)cc1
 : -0.69 | -6 | -8 | -5 | 1 | -3 | 1 | -2 | 8
> O=c1[nH][nH]c(-c2ccccc2)c1C=Nc1ccccc1Cl
 : -0.14 | -5 | -1 | 13[fluorescence artefact?] | -6 | -8 | 2 | -9 | 5
> N#Cc1c(-c2cccnc2)c2c([nH]c1=S)CCCC2
 : nt | -4 | -16 | 14[fluorescence artefact?] | -4 | 33* | -3 | -20 | -10
> COC(=O)c1cc(OC)c(OC)cc1NC(=O)CC1CCCCC1
 : 0.041 | 2 | -19[20 µM] | -8 | 3 | -6 | 2[fluorescence artefact?] | -3 | 1
> Cc1cccc(NS(=O)(=O)c2cccs2)c1
 : 0.51 | 8 | -8[20 µM] | -5 | -13 | -10 | 6 | -1 | -1
> O=C(NCCNc1ccc2ccccc2c1)c1cccn2c(=O)c3sccc3nc12
 : -0.15 | -3 | -14 | 0 | -3 | -20 | 0 | -2 | -2
> CCc1nnc(NC(=O)c2cc(S(=O)(=O)N(CC)CC)ccc2Cl)s1
 : -0.42 | 8 | -23[20 µM] | -5 | 5 | -8 | 1 | -15 | -4
> CSc1nccc(-c2nn(-c3ccc(C)cc3)ccc2=O)n1
 : nt | 1 | -13[20 µM] | 9 | 1 | -8 | 0 | -22 | -21
> Nc1c(Cl)cc(Cl)cc1C(=O)OCC(=O)N1CCOCC1
 : -0.4 | -37 | -63 | 4 | -7 | -2 | 3 | -8 | -7
> CCOc1c2ccc(C(=O)N[C@H](C)C3CCCCC3)cc2nn1CC
 : 0.74 | 0 | -22[20 µM] | 5 | -33 | 5 | 9 | -1 | 4
> COC(=O)c1ccc(N2C(=O)CC(Sc3n[nH]c(C)n3)C2=O)cc1 (stereo not drawn)
 : 1.4 | 2 | -23 | -1 | 5 | -16 | 4 | -20 | -13

Quoted from the listing.
Value of CCc1nnc(NC(=O)c2cc(S(=O)(=O)N(CC)CC)ccc2Cl)s1 under NCF1 inh: -8
Value of COc1ccc(CCN(C)Cc2ccc(OC)c(OCc3ccccc3)c2)cc1OC under Rad51 HR inh: -6
Value of COC(=O)c1ccc(N2C(=O)CC(Sc3n[nH]c(C)n3)C2=O)cc1 (stereo not drawn) under NCF1 inh: -16

(continued)
Order of results: KCC2 mod | Thrombin inh | Furin inh | 14-3-3 Bad PPI | hK5 inh | NCF1 inh | eIF4E 4G PPI | EBV gp42 inh | Rad51 HR inh
> CCOc1ccccc1C1C(C#N)=C(N)Oc2cc(C)n(Cc3ccccn3)c(=O)c21 (stereo not drawn)
 : 1.1 | 1 | -14 | 1 | -19 | -6 | 2 | 8 | -7
> CC1CC(Nc2ccccc2N)=CC(=O)O1 (stereo not drawn)
 : -0.73 | -3 | 7[20 µM] | -5[fluorescence artefact?] | -31 | -11 | -14[fluorescence artefact?] | -18 | -1
> COc1ccc(/C=N/NC(=O)c2ccccc2Cl)cc1CSc1nc2ccccc2s1
 : -0.25 | -1 | -12[20 µM] | 3 | 3 | -8 | 2 | -6 | -7
> CCc1c(C)nc2ncnn2c1N1CCCC(C(=O)NCc2ccco2)C1 (stereo not drawn)
 : nt | -3 | -5[20 µM] | -2 | -18 | -7 | 2 | -19 | 1
> Nc1ccccc1NC1=CC(=O)CC(c2ccco2)C1 (stereo not drawn)
 : 0.77 | 11 | -5[20 µM] | -6 | -4 | -6 | -5 | -32 | -1
> Cc1cc(C)cc(N(CCC(=O)Nc2nnc(C3CC3)s2)S(=O)(=O)c2ccc(Cl)cc2)c1
 : 0.38 | -1 | 2 | -9 | -23 | -14 | 5 | -12 | 0
> CC(C)(C)C(=O)O/N=C1\CCS(=O)(=O)c2sccc21
 : -0.42 | 0 | -14 | 10 | 5 | -6 | -1 | 3 | -1
> Cc1[nH]nc(-c2ccc(OCc3cnn(-c4ccccc4)c3)cc2O)c1Oc1ccc(F)cc1
 : 0.1 | -3 | -15 | -6 | -2 | -12 | 2 | 8 | 0
> CCOC(=O)C1C(c2cc(OC)c(OC)c(OC)c2)NC(=S)NC1(O)C(F)(F)F (stereo not drawn)
 : 0.89 | 12 | -19[20 µM] | -4 | 13 | -5 | -7 | -2 | -3
> CC(C)C1C(c2ccccc2)N(C)C(c2ccccc2)CC1(O)c1ccccc1 (stereo not drawn)
 : nt | -3 | -20[20 µM] | 52[fluorescence artefact?] | -4 | -4 | -10 | 10 | 11
> CN1CCc2c(c3c(n2C)CCN(C)[C@H]3c2ccccc2F)[C@@H]1c1ccccc1F
 : nt | -6 | -15[20 µM] | 44 | -6 | -7 | 0 | -19 | -3
> CN1CCN/C1=C(/C(Cl)=C(Cl)Cl)[N+](=O)[O-]
 : -0.73 | -9 | -9 | -13 | -3 | -1 | 3 | -4 | 23
> CC(C)COP(=O)(c1ccc(N(C)C)cc1)C(Nc1ccccc1)c1cccnc1 (stereo not drawn)
 : -1.1 | -7 | -18 | 3 | -8 | -29 | -2 | -3 | 3
> CCCCCn1c(=O)[nH]c2cc(C(=O)O)ccc2c1=O
 : -0.49 | 6 | -25 | -2 | -10 | 3 | -7 | -11 | 3
> CC(=O)N1CC(=O)N(OCc2ccccc2)C1c1ccc(Cl)cc1Cl (stereo not drawn)
 : 0.48 | 4 | -21[20 µM] | nt | 3 | -15 | nt | -5 | -9
> O=C(O)CCn1c(SCc2ccccc2)nc2ccccc21
 : -4.2* | 4 | -19[20 µM] | 5[fluorescence artefact?] | -27 | -13 | -10[fluorescence artefact?] | -19 | 12
> O=c1[nH]c2cc(Cl)cc(Cl)c2[nH]c1=O
 : -0.95 | -4 | -26 | nt | -6 | 1 | nt | -15 | -6
> O=C(C(=O)N1CCN(c2cccc(Cl)c2)CC1)N1CCCCC1
 : 0.012 | -4 | -5 | -3 | -6 | 7 | 6 | -5 | -25
> O=C(O)C1CSC2(c3ccc(Br)cc3)CCC(=O)N12 (stereo not drawn)
 : -3 | 1 | -13 | 2 | 13 | -4 | 1 | -1 | -14
> CNc1ccccc(-c2ccc3cc4c(cc3n2)OCO4)c1=O
 : -0.94 | -1 | 15 | 9 | -11 | -4 | -4[fluorescence artefact?] | 17 | nt

Grouped by structure: those above containing an aryl methoxy group
Order of results: KCC2 mod | Thrombin inh | Furin inh | 14-3-3 Bad PPI | hK5 inh | NCF1 inh | eIF4E 4G PPI | EBV gp42 inh | Rad51 HR inh
> COc1ccc(CCN(C)Cc2ccc(OC)c(OCc3ccccc3)c2)cc1OC
 : -0.55 | -8 | -24[20 µM] | 37[fluorescence artefact?] | 0 | -7 | 1[fluorescence artefact?] | 14 | -6
> COc1ccc(OCC(=O)N/N=C2/C=C(C)CC2)cc1
 : -0.69 | -6 | -8 | -5 | 1 | -3 | 1 | -2 | 8
> COC(=O)c1cc(OC)c(OC)cc1NC(=O)CC1CCCCC1
 : 0.041 | 2 | -19[20 µM] | -8 | 3 | -6 | 2[fluorescence artefact?] | -3 | 1
> COc1ccc(/C=N/NC(=O)c2ccccc2Cl)cc1CSc1nc2ccccc2s1
 : -0.25 | -1 | -12[20 µM] | 3 | 3 | -8 | 2 | -6 | -7
> CCOC(=O)C1C(c2cc(OC)c(OC)c(OC)c2)NC(=S)NC1(O)C(F)(F)F (stereo not drawn)
 : 0.89 | 12 | -19[20 µM] | -4 | 13 | -5 | -7 | -2 | -3

2 consecutive entries out of the list so far, for reference:
Order of results: KCC2 mod | Thrombin inh | Furin inh | 14-3-3 Bad PPI | hK5 inh | NCF1 inh | eIF4E 4G PPI | EBV gp42 inh | Rad51 HR inh
> O=C(C(=O)N1CCN(c2cccc(Cl)c2)CC1)N1CCCCC1
 : 0.012 | -4 | -5 | -3 | -6 | 7 | 6 | -5 | -25
> O=C(O)C1CSC2(c3ccc(Br)cc3)CCC(=O)N12 (stereo not drawn)
 : -3 | 1 | -13 | 2 | 13 | -4 | 1 | -1 | -14

Additional results follow.
Order of results: KCC2 mod | Thrombin inh | Furin inh | 14-3-3 Bad PPI | hK5 inh | NCF1 inh | eIF4E 4G PPI | EBV gp42 inh | Rad51 HR inh
> Cc1ccc(-c2cc(C(F)F)n3ncc(C(=O)NN4CCCCC4)c3n2)cc1
 : -0.035 | -3 | -18 | -9 | 10 | -6 | 4 | 0 | -11
> CCCOc1ccccc1Cn1c(=O)oc2ccc(C)cc21
 : -1.5 | -4 | -1[20 µM] | 0 | -2 | -4 | -10 | -3 | -3
> CCN(c1ccccc1)S(=O)(=O)c1ccc(OC)c(NC(=O)Cn2cnc3c2c(=O)n(C)c(=O)n3C)c1
 : 0.17 | 2 | -15 | -10 | -14 | -4 | 5 | -12 | 14
> CCNc1nc(NCC)n2c(SCC(=O)O)nnc2n1
 : 0.14 | -3 | -21 | -2 | 18 | 1 | 3 | -16 | 8
> CC1N(C)c2cc(NC(=O)c3cccs3)c(P(=O)(Nc3ccc([N+](=O)[O-])cc3)N3CCOCC3)cc2C1(C)C (stereo not drawn)
 : -0.56 | 3 | -10 | -21 | -7 | -40 | -3 | 4 | 3
> CC(C)CCNC(=O)CN(CC1CCCO1)C(=O)CCC(=O)Nc1nccs1 (stereo not drawn)
 : 0.46 | -4 | -19 | 4 | -1 | -24 | -14 | -22 | -1

Screening data: PubChem, several laboratories
